TLR4 MyD88 comp: inhibitors of TLR4-MyD88 association in cells, primary screen, cell-based, HeLa CL3-4, BLA complementation, FRET ratio; inhibition, % at 8.4 µM; Toll-like receptor 4 (Homo sapiens) + Myeloid differentiation primary response protein …; AID 861, 2007; 200,000 compounds, 0.18% hits; HeLa CL3-4 TLR4/MyD88 BLA complementation; in the data active means inhibition above about 25%;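 further: 0% = vehicle and 100% = reference inhibitor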
Target sequence (O00206 whole entry, looked up): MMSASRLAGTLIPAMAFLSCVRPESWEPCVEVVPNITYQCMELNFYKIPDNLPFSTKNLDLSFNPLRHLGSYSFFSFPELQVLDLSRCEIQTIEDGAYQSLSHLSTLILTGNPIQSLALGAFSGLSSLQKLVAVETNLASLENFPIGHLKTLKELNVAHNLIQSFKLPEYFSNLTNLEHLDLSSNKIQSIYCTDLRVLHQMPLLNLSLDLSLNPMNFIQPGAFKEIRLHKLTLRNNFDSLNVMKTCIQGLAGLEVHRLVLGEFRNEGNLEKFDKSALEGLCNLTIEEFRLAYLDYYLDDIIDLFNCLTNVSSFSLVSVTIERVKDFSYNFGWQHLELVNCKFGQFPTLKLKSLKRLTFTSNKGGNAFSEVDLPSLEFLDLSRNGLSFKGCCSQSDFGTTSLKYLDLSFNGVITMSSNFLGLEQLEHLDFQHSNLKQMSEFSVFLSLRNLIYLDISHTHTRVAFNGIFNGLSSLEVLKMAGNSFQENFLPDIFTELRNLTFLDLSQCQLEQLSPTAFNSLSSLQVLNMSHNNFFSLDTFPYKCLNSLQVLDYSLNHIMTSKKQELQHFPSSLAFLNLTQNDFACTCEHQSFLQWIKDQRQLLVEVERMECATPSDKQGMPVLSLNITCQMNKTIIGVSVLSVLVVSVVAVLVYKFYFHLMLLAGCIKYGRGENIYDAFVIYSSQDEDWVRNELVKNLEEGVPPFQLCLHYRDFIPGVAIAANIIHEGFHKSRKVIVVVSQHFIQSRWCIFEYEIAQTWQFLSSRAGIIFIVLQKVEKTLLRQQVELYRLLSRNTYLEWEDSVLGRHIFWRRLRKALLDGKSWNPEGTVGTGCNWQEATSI
Target sequence (Q99836 whole entry, looked up): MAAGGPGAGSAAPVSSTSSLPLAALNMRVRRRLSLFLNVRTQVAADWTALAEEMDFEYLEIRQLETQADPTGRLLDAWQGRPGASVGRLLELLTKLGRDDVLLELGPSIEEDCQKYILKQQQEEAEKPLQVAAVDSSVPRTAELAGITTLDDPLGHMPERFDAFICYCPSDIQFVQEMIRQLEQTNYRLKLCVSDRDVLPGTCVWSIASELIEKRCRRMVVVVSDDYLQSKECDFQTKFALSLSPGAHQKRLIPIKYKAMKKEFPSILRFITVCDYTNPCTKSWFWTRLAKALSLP
STAT3 inh: IL-6 driven STAT3 reporter inhibitors, primary screen, U3A cells, luciferase, luminescence, MLSCN library. 190,000 compounds, 0.89% hits. inhibition, % at 5.5 µM. AID 862, 2007. IL-6 STAT3-luciferase reporter; host cell line lacks STAT1;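 active means inhibition above the mean inhibition across all screened compounds plus 3 SD, cut at about 44% in these data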;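 further: 0% = DMSO only wells and 100% = 100 µM nifuroxazide control wells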
Hsp70 act: Hsp70 transcriptional activators, primary screen, cell-based, HeLa, Hsp70 promoter luciferase, luminescence, 10 µM | HeLa Hsp70 promoter luciferase reporter; scaled: vehicle 0, proteasome-inhibitor control 100% | activation, % at 10 µM | 200,000 compounds, 0.04% hits;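 active means activation above the mean across all tested compounds plus 3 SD, cutoff set per campaign, cut at about 5.5% in these data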;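 further: 100% = MG132 at 30 µM as the positive control and 0% = DMSO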
APP 5'UTR act: activators of APP 5'UTR luciferase reporter, primary screen, SH-SY5Y cells. SH-SY5Y APP 5'UTR luciferase reporter, luminescence; zero percent = DMSO vehicle wells. activation, % at 2 µM. 190,000 compounds, 1% hits;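 active means activation above a set limit, based on mean plus 3 SD of controls, cut at about 140% in these data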; further: values of inactives mirror those of a sister screen read the other way
DTT redox prof: compounds producing H2O2 with reducing agent – biochemical, NIH compound library profiling, artefact control for MLSCN library redox annotation, primary screen. activation, % at 10 µM. 200,000 compounds, 0.03% hits. DTT-dependent redox cycling H2O2, phenol red/HRP absorbance; 100% = 100 µM peroxide control, 0% = buffer;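 active means activation of at least 50% relative to the plate's high and low controls in the primary single-dose screen; inactive means activation below 50%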;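 further: compound incubated with DTT at 0.8 mM final as the reducing agent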
STAT3 act: IL-6 driven STAT3 reporter potentiators, primary screen, U3A cells, luciferase, luminescence, MLSCN library | IL-6 STAT3-luciferase reporter; 100% = signal with IL-6 EC80 alone | activation (% of control), % at 5.6 µM | 190,000 compounds, 0.91% hits | AID 871, 2007;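 active means activation above the screen-wide mean of compound activation plus 3 SD, cut at about 130% in these data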;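 further: 0% = background luminescence of wells with medium and substrate only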
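Material: STAT1-lacking human U3A cells, STAT3 luciferase reporter | Benchmarks: IL-6-only wells as 100% reference | Probe or stimulus: IL-6 (33 ng/mL) | Timing: Compound 1 h, then IL-6 6 h at 37 °C | Detection: Luminescence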
Efa HMGR inh: inhibitors of E. faecalis class II HMGR, primary screen, biochemical, Enterococcus faecalis | purified E. faecalis HMGR, NADPH absorbance 340 nm kinetic | inhibition, % at 10 µM | 190,000 compounds, 0.41% hits | AID 1066, 2008;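 active means inhibition above a set limit, the median over all tested compounds plus 3 SD, cut at about 9.5% in these data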;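 further: enzyme runs in reverse so mevalonate oxidation gives rising NADPH absorbance; 0% = complete reaction with DMSO and 100% = background rate lacking mevalonate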
STAT1 inh: STAT1 signaling inhibitors, primary screen, cell-based, HTS, luciferase reporter. 200,000 compounds, 0.35% hits. inhibition, % at 5.5 µM. AID 920, 2007. NIH 3T3 STAT1-luciferase reporter, IFN-gamma, luminescence;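 active means inhibition above a set limit, the mean inhibition across all tested compounds plus 3 SD, cut at about 34% in these data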;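 further: 0% = IFN-gamma with DMSO and 100% = IFN-gamma with 300 µM nifuroxazide; values of inactives mirror those of a sister screen read the other way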
NF-kB expr up: activators of NF-kB expression in neurons, primary screen, cell-based, HTS; 190,000 compounds, 1.6% hits; fold change at 12.5 µM; human neuronal cells, NF-kB reporter expression; stronger effect = higher value; in the data active means fold change above about 3.3
STAT1 activator: STAT1 signaling activators, primary screen, cell-based, HTS, luciferase reporter; 200,000 compounds, 2.6% hits; AID 932, 2007; activation (% of control), % at 5.5 µM; NIH 3T3 STAT1-luciferase reporter, IFN-gamma, luminescence; 100% = IFN-gamma alone, no compound;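 active means activation above the screen-wide mean activation plus 3 SD, cut at about 130% in these data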;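 further: raw ratio to IFN-gamma control signal so 100% means no change and 0% no light; values of inactives mirror those of a sister screen read the other way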
An asterisk follows results filed as active; . = not tested or not shown.

Structure	TLR4 MyD88 comp	STAT3 inh	Hsp70 act	APP 5'UTR act	DTT redox prof	STAT3 act	Efa HMGR inh	STAT1 inh	NF-kB expr up	STAT1 activator
O=C(Cn1nc(C(F)(F)F)c2c1CCCCC2)N1CCOCC1	-19	8	-0.1	6	0.9	96	-5	2	1.3	98
O=C(/C=C/c1ccccc1)c1ccc(NC2=NCCCS2)cc1	-3	-13	0.3	83	5.4	109	-1	-27	2.4	126
O=C(c1ccco1)N1CCN(c2c([N+](=O)[O-])nn(-c3ccc(Cl)cc3)[n+]2[O-])CC1	-11	11	-0.1	16	-0.5	101	2	6	1.2	94
COC(=O)c1ccc(COc2ccccc2/C=C(\C#N)C(=O)Nc2ccc(C)cc2C)cc1	2	2	-0.1	1	0.7	95	-1	3	1.1	97
COc1ccccc1NS(=O)(=O)c1cccc(C(=O)N/N=C/c2ccc3c(c2)OCCO3)c1	4	0	0.0	7	0.1	104	4	-15	1.2	113
COc1cccc(Cn2nnc(C(=O)NCCc3ccc(Cl)cc3)c2N)c1	4	3	-0.4	-4	-1.1	101	-3	-9	1.1	108
CCS(=O)(=O)N1CCC(C(=O)NCc2ccco2)CC1	-11	8	-0.3	.	3.2	98	0	-4	1.1	104
O=C(N/N=C/C=C\c1cccc([N+](=O)[O-])c1)c1ccccn1	-3	3	-0.5	25	-0.3	94	-7	-7	1.3	107
O=S(=O)(NCCN1CCOCC1)c1ccc(Cl)s1	-1	0	0.1	14	-2.3	102	-4	7	1.2	93
COCCn1c(=N)c(C(=O)NCCc2ccccc2)cc2c(=O)n3cccc(C)c3nc21	5	-2	0.1	-2	3.0	105	.	-6	.	106
O=C(CSc1ncnc2ccccc12)N1CCN(c2ccccc2)CC1	-8	-23	-0.3	9	1.2	122	.	-1	.	101
CC(=O)Oc1ccc(-c2nc(-c3cccnc3)no2)cc1	-8	33	0.5	.	1.1	75	1	-15	2.9	118
Cc1cc(SCC(=O)N2CCC(c3noc4ccc(F)cc34)CC2)nc2ccccc12	1	7	-0.2	3	2.7	99	-2	-4	0.94	104
COc1ccc(CNC(=O)CN(Cc2cccs2)C(=O)CCC(=O)Nc2ccccn2)cc1	2	4	-0.1	12	-0.2	99	-4	2	0.97	99
CC12CCC(O)CC1=CCC1C2CCC2(C)C1CCC21CCC(=O)O1 (configuration not stated)	-3	1	-0.2	29	0.1	97	3	9	0.86	92
COc1ccc(-c2noc(CCCC(=O)O)n2)cc1	0	57*	-0.3	-56	-2.5	56	2	33	0.59	70
Clc1ccc(-c2nnc(SCc3cn4ccsc4n3)n2CC2CCCO2)cc1 (configuration not stated)	4	8	-0.4	-5	2.0	101	3	-10	1	109
Cc1ccc(NCc2nnc(SCC(=O)N3c4ccccc4Sc4ccccc43)o2)c(C)c1	-1	3	-0.3	.	0.9	98	4	12	1.1	90
Cc1ccc2[nH]c(=O)c(CN(CCO)C(=O)N(C)C)cc2c1	0	6	-0.4	14	1.1	98	.	4	.	93
Clc1ccc(-n2cc(COCc3ccccc3)nn2)cc1	-7	43	-0.2	170*	1.0	68	-3	4	4.1*	97
Cc1nnc(SCC(=O)Nc2ncc(S(=O)(=O)c3ccc([N+](=O)[O-])cc3)s2)s1	-8	-22	0.3	13	0.2	120	-1	6	0.91	94
CCN(CC)CCn1c(NCc2cccc(OC)c2)nc2ccccc21	5	2	-0.3	-8	0.3	99	-9	9	0.93	96
CCC(C(=O)OC)(C(=O)OC)c1ccc([N+](=O)[O-])cc1	2	9	-0.2	1	-2.5	96	1	2	1	98
O=[N+]([O-])c1cc(CN2CCC(O)CC2)ccc1Cl	0	6	0.1	5	-1.4	98	-5	-2	1	100
Cc1cc(OCC(=O)O/N=C(\N)c2ccccc2)cc(C)c1Cl	-6	22	-0.2	-1	-3.3	89	0	6	1.6	94
Cc1ccc(S(=O)(=O)Nc2nc3c(s2)C(=O)CC(C)(C)C3)cc1	-2	-5	-0.1	24	-1.2	106	-7	-2	0.97	102
CCCn1c(=N)n(CC(=O)C(C)(C)C)c2ccccc21	3	1	0.0	13	-0.2	102	4	-10	0.84	109
O=C(Nc1ccc2c(c1)OCCO2)c1cccs1	3	-7	-0.1	142*	0.0	105	2	-59	5.2*	153*
COc1ccc(Cl)cc1N(CC(=O)Nc1ccccc1SC)S(C)(=O)=O	2	-4	-0.1	-5	0.3	106	4	-3	1	108
Cn1nc(C(=O)Nc2nc3ccccc3[nH]2)ccc1=O	1	14	-0.2	32	-1.2	89	-8	-29	1.7	128
COC(=O)c1ccc(N2CCN(C)CC2)c(NC(=O)c2cc3ccccc3o2)c1	-6	-10	-0.2	15	2.3	111	5	2	0.64	99
CCCN(CC1CC1)C(=O)CSc1nnc(-c2ccco2)n1N	5	-4	0.1	14	0.2	109	-3	-1	1.2	99
Cn1c(=O)cc(OCCCC(=O)NCCC2=CCCCC2)c2ccccc21	3	19	-0.2	16	-1.3	87	-2	8	1.3	91
COc1cccc(CNc2ccc(F)c([N+](=O)[O-])c2)c1O	8	12	0.1	17	-0.2	96	8	1	0.91	98
Cc1nc2cncc(Br)c2n1C	-4	0	-0.1	3	2.8	103	-2	-4	1.2	104
O=C1C2C3C=CC(C2C(=O)N1C1CCCCC1)C1C2C(=O)N(C4CCCCC4)C(=O)C2C31 (configuration not stated)	-16	0	-0.4	-4	0.5	101	-2	-1	1.1	101
Cc1ccnc(NC2c3ccccc3C(=O)N2Cc2ccccc2Cl)c1 (configuration not stated)	2	8	-0.5	11	-1.6	93	-2	-1	1.1	102
COc1ccc(C(=O)NN2C(=O)C3C4C=CC(O4)C3C2=O)cc1 (configuration not stated)	-9	3	-0.1	8	-4.1	102	-2	0	1.2	100
O=C(Cc1cc(=O)[nH][nH]1)N/N=C/c1ccccc1[N+](=O)[O-]	-2	-2	-0.4	-3	0.2	104	4	-10	0.85	109
O=C(Nn1cnc2ccccc2c1=O)c1ccccc1Cl	-5	7	-0.4	1	-0.6	99	-4	0	1.4	100
Cc1nn(Cc2ccc(C(=O)Nc3ccccc3F)cc2)c(C)c1Cl	-3	1	-0.4	0	-0.2	101	-8	2	1.2	98
CCC(C)[C@H](NC(=O)Nc1ccc(Oc2ccccc2)cc1)C(=O)O (some centres not stated)	14	7	-0.1	7	4.4	97	-1	7	0.91	93
O=C(Nc1cccc(C(F)(F)F)c1)C(Sc1ncnc2ccccc12)c1ccccc1 (configuration not stated)	9	-2	-0.3	2	1.0	107	-7	-6	0.65	105
CC(NC(=O)CCNS(=O)(=O)c1ccc2c(c1)c(=O)n(C)c(=O)n2C)c1ccccc1 (configuration not stated)	-8	14	0.3	-8	-0.4	91	3	-2	1.1	102
CCn1c(CC(C)C)n[nH]c1=S	6	10	-0.2	11	-4.6	93	-9	-8	1.1	108
O=C(N/N=C/C(Cl)=C/c1ccccc1)c1ccncc1	-4	12	-0.2	-2	-0.5	92	-2	0	1.6	100
NS(=O)(=O)c1ccc(NC(=O)CN2CCN(Cc3ccccc3)CC2)cc1	-6	8	2.4	11	1.8	96	-2	2	1.3	98
COc1ccc(CC(=O)N2CCCc3ccccc32)cc1	6	-31	-0.4	25	2.6	128	-7	-3	0.54	103
CCCc1cc(=O)oc2cc(OCc3nn[nH]n3)ccc12	-4	3	-0.5	5	-3.5	100	-1	-3	1.2	103
COc1ccc(/C=C/C(=O)Nc2cc(S(=O)(=O)N3CCOCC3)ccc2N2CCCC2)cc1OC	3	-2	-0.4	-3	-2.7	102	3	-6	1	103

(more compounds)
Structure	TLR4 MyD88 comp	STAT3 inh	Hsp70 act	APP 5'UTR act	DTT redox prof	STAT3 act	Efa HMGR inh	STAT1 inh	NF-kB expr up	STAT1 activator
CCOC(=O)c1cc(-c2ccccc2)sc1NC(=O)COC(=O)c1ccc(Cl)c(S(N)(=O)=O)c1	-19	10	-0.2	-24	-0.7	95	-2	-7	1	105
CC(=O)CCc1c(C)c2cc(C)ccc2[nH]c1=O	-10	7	-0.3	18	-0.1	97	0	-10	1.2	109
O=C(COC(=O)c1ccccc1O)Nc1ccc(OC(F)F)cc1	13	1	-0.1	20	2.5	102	1	3	1.8	97
COc1ccc(CCn2c(=O)[nH]c3cc(C(=O)NCCc4ccccc4)ccc3c2=O)cc1OC	-2	-1	-0.3	18	1.8	110	9	-20	0.82	109
NS(=O)(=O)c1ccc(CCNC(=O)c2ccc3nc4ccc(Cl)cc4c(=O)n3c2)cc1	4	5	-0.2	-3	-0.2	100	0	3	1.1	99
Cn1nnc(NC(=O)c2ccccc2F)n1	-5	-2	0.6	4	2.9	110	0	0	1.3	100
Cc1noc(C)c1C(=O)Nc1cccnc1	-4	13	0.0	47	1.2	91	-2	7	1.2	93
COC(=O)c1nn(-c2cccc(C)c2)c2nnc(Cc3ccccc3)c(=O)n12	6	-2	-0.1	5	-0.4	106	-3	8	1.4	93
Cc1ccc(C2C(C#N)=C(N)N(N(C)C)C3=C2C(=O)CCC3)cc1 (configuration not stated)	-8	4	-0.6	7	0.0	95	2	-8	0.93	107
COc1ccc(CCNC(=O)CN(c2ccc(OC)c(OC)c2)S(C)(=O)=O)cc1	9	0	-0.1	-5	-0.4	106	-7	2	1.2	99
Cc1ccccc1OCC(=O)N/N=C/c1cc2ccccc2nc1Cl	6	16	-0.1	5	-3.1	91	-2	10	0.65	91
CCOC(=O)C1=C(C)N=C(SC)N(C)C1c1ccccc1 (configuration not stated)	1	4	-0.2	-14	2.1	99	-2	-1	1.2	101
O=C(CC1CCCCC1)N1CCN(c2ccccn2)CC1	-4	4	-0.2	4	0.4	99	-6	2	1.4	98
Cc1nc2ccccc2nc1OCC(=O)NCC(F)(F)F	-15	1	-0.2	11	-0.4	99	-4	-7	1.1	106
CCOC(=O)Cn1cc(C(=O)C2CC2)c2ccccc21	5	-2	1.2	8	1.6	105	2	3	1.1	97
N#CCc1ccc(Oc2ncc(C(F)(F)F)cc2Cl)cc1	-8	32	0.0	-7	-0.8	76	-2	1	0.95	97
CCOc1ccc(N2C(=O)CN(c3cccc4ccccc34)C2=S)cc1	13	11	-0.1	2	0.3	95	-1	6	1.1	94
CN(CC(=O)O)S(=O)(=O)c1cccs1	-14	4	0.0	4	-0.3	101	-3	1	1.3	99
